# Source: PubChem
# PP1 counter – PP1-alpha phosphatase inhibitors, primary screen, counter-screen for PP5 inhibitor project, biochemical, fluorescence, OMFP substrate, single point; purified PP1alpha; inhibition, % at 6.7 µM; actives 0.9% (n = 320,000); AID 2235, 2010;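 active = inhibition above the mean inhibition of all tested compounds plus 3 SD, computed separately for each screening campaign, cut at about 15% in these data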
# proCasp7 act – procaspase-7 activators, primary screen, counter-screen for procaspase-3 activator project, biochemical, absorbance, HTS, human | Caspase-7 (Homo sapiens), P55210 | recombinant procaspase-7, Ac-DEVD-pNA absorbance 405 nm; D23A/D198A/D206A triple mutant, cannot self-cleave; scale: DMSO 0, 5 µM enzyme 100 | activation, % at 8.5 µM | actives 0.093% (n = 330,000) | AID 463210, 2010;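 active = percent activation above the screen-wide mean plus 3 SD, cut at about 25% in these data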
#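 Replicates: singlicate. Assay system: Procaspase-7 triple mutant (PC-7 D3A). Signal: 405 nm absorbance of p-nitroaniline. Times: 1 h preincubation, 2 h reaction. Buffer or medium: Zinc-free HEPES pH 7.4 with 300 mM NaCl, 0.01% Triton X-100. Also added: DEVD-pNA substrate. Benchmarks: DMSO wells as 0%, DMSO with 5 µM added PC-7 as 100%.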
# CTSL1 counter – Fasciola hepatica cathepsin L1 inhibitors, primary screen, counter-screen for PFM18AAP inhibitor project, biochemical, QFRET, fluorogenic peptide substrate; recombinant F. hepatica cathepsin L1, Z-Leu-Arg-MCA fluorescence; inhibition, % at 5.96 µM; actives 0.49% (n = 300,000);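 active = inhibition above the mean of all tested compounds plus 3 SD, set per screening campaign, cut at about 17% in these data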;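 note: 0% = plate median of test compound wells and 100% = 1 µM Z-Phe-Ala-diazomethylketone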
# TPT1 inh – Candida albicans TPT1 enzyme inhibitors, primary screen, biochemical, fluorescence polarization; recombinant caTPT1, FP RNA substrate dephosphorylation; inhibition, % at 5 µM; actives 0.81% (n = 300,000); tRNA 2'-phosphotransferase TPT1 (Candida albicans SC5314);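 active = inhibition above the mean of all tested compounds plus 3 SD, set per screening campaign, cut at about 24% in these data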;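 note: plate controls were DMSO alone for no effect and ferristatin control at 100 nM for full effect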
# GASC-1 inh – inhibitors of GASC-1 histone demethylase, primary screen, biochemical, fluorescence, DELFIA europium; Lysine-specific demethylase 4C (Homo sapiens), Q9H3R0; AID 2099, 2009; inhibition, % at 2.35 µM; actives 0.069% (n = 330,000); GST-JMJD2C(1-420) H3K9me3 demethylation;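 active = more than half of a compound's replicate wells show inhibition beyond 50%, single wells judged on their own value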;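 note: signal counts dimethyl H3K9 product captured on neutravidin plate; 0% = median of DMSO wells and 100% = 0.3 times that DMSO median; strong numbers were not always called active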
# Target sequence (Q9H3R0 1-420 limits assumed): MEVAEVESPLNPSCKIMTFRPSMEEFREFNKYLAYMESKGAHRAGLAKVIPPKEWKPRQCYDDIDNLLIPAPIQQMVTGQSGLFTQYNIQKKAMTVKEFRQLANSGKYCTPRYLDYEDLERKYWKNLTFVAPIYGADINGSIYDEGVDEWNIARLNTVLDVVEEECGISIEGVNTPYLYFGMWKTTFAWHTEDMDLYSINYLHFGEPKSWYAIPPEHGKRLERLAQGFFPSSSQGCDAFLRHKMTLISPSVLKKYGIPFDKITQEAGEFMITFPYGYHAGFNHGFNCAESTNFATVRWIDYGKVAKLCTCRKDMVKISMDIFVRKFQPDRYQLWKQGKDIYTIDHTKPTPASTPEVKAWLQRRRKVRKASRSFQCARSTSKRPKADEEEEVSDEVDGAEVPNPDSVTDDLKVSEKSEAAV
# Efflux pump mplx – inhibitors of Candida efflux pumps in yeast, primary screen, S. cerevisiae, Nile Red, multiplex; S. cerevisiae Candida pump triplex; actives 0.44% (n = 330,000); inhibition, % at 10 µM; AID 485275, 2010;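 active = plate passing quality check with inhibition over a set limit, or well fluorescence over plate mean plus 4 SD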;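 note: Nile Red retained in pooled yeast measured as flow cytometry median fluorescence; 0% = buffer negative control and 100% = Enniatin B positive control; higher means more Nile Red kept so more efflux inhibition; some compounds called inactive have numbers as strong as hits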
# HCV core dimer – inhibitors of HCV core protein dimerization, primary screen, biochemical, TR-FRET, high-throughput; TR-FRET GST/Flag-core106 dimerization, 1536-well; inhibition, % at 5 µM; actives 0.33% (n = 300,000);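 active = inhibition above the mean of all tested compounds plus 3 SD, set per screening campaign, cut at about 45% in these data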
#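 Assay system – GST-tagged and Flag-tagged HCV core protein residues 1-106 · Quantity – core106 proteins, GST 13.5 nM and Flag 17 nM · Benchmarks – unlabelled core106 and no-GST-core106 wells · Read-out basis – percent inhibition of core106 dimerization signal · Detection – time-resolved FRET, ex 340 nm, em 617 and 671 nm · Schedule – 4 h at 22.5 °C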
# proCasp3 act – activators of human procaspase-3 D3A mutant, primary screen, biochemical, absorbance, PC-3 D3A mutant, single concentration; actives 0.11% (n = 330,000); AID 463141, 2010; Caspase-3 (Homo sapiens), P42574; activation, % at 8.5 µM; recombinant procaspase-3 D3A, Ac-DEVD-pNA absorbance 405 nm;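 active = activation above the mean of all tested compounds plus 3 SD, cut at about 21% in these data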;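 note: 0% = DMSO alone and 100% = DMSO wells spiked with extra 5 µM PC-3 D3A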
#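 Test system: Procaspase-3 D3A mutant; medium: Zinc-free HEPES/NaCl buffer with 0.01% Triton X-100 at pH 7.4; reagent: DEVD-pNA substrate; doses: one concentration, 8.5 µM nominal, 0.8% DMSO; times: 1 h preincubation plus 2 h reaction at 25 °C; signal: Epi-absorbance at 405 nm of released p-nitroaniline, 0 and 120 min; replicates: singlicate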
# PP5 primary – PP5 phosphatase inhibitors, primary screen, biochemical, fluorescence; Serine/threonine-protein phosphatase 5 (Homo sapiens), P53041; purified PP5c, OMFP substrate fluorescence; inhibition, % at 6.7 µM; actives 0.18% (n = 320,000); AID 1987, 2009;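 active = inhibition above the campaign's mean inhibition across all tested compounds plus 3 SD, cut at about 9.5% in these data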;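 note: 0% = DMSO only and 100% = 100 µM cantharidin control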
# Target sequence (P53041 whole entry, looked up): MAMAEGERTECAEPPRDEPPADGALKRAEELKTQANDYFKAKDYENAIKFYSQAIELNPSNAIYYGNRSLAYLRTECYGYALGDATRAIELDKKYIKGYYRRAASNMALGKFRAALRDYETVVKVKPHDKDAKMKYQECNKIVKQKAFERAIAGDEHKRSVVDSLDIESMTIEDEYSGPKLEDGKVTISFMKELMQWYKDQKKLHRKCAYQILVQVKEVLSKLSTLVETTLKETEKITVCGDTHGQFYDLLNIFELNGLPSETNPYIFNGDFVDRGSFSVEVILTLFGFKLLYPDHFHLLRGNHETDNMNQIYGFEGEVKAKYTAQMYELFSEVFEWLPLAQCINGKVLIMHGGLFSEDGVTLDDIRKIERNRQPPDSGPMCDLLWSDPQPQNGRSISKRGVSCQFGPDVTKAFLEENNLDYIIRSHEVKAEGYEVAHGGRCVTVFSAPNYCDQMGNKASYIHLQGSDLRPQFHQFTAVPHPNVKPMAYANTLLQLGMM
# An asterisk follows results filed as active; x = no result given; & = joins results of further samples.
SMILES,PP1 counter,proCasp7 act,CTSL1 counter,TPT1 inh,GASC-1 inh,Efflux pump mplx,HCV core dimer,proCasp3 act,PP5 primary
COc1ccc(C(=O)NCCNC(=O)c2cnccn2)cc1OC,-0.9,-11.8,2.0,-5.9,5.4,0.0,-21.3,-4.1,-1.8
NC(=O)c1cc2ccccc2o/c1=N/NC(=O)c1cccc(Cl)c1,2.3,7.9,0.9,0.5,0.1,0.4,-2.0,3.1,-0.5
CC(CCc1ccccc1)NC(=O)c1ccccc1F (stereo not given),5.3,13.3,-4.7,-6.0,18.1,0.0,-10.3,7.3,1.0
COC(=O)N/N=C/c1cc(Cl)c(OCc2ccc(F)cc2)c(OC)c1,0.3,-13.9,-2.8,-2.3,-9.1,0.1,-7.0,12.0,1.5
CC(C)CC(=O)Nc1ccc(C(=O)NNC(=O)C(c2ccccc2)c2ccccc2)cc1,5.1,-5.1,-0.2,2.2,-0.5,0.2,-2.1,5.8,2.9
Cc1nn(CC(=O)NCCN2CCOCC2)c(=O)c2ccccc12,0.4,4.5,-0.2,-2.1,x,0.1,-4.0,10.8,3.5
Cc1ccccc1NS(=O)(=O)c1ccc(OCC(=O)NCC2CCCO2)cc1 (stereo not given),2.2,-9.1,-4.1,-2.8,-3.5,0.0,-9.7,-2.8,2.4
CCC(C(=O)NCC1CCCO1)N(Cc1ccc(F)cc1)C(=O)CNS(=O)(=O)c1ccccc1 (stereo not given),-8.6,-0.3,-2.9,-1.9,-5.3,0.0,7.4,0.1,-2.2
CC(=O)c1ccc(NC(=O)c2cnn3c(C(F)F)cc(C4CC4)nc23)cc1,-2.7,1.8,0.5,-2.3,-13.0,0.3,1.4,-3.5,4.5
O=[N+]([O-])c1ccc2nn(Cc3ccccc3)cc2c1,0.2,0.7,-5.8,-0.3,-7.6,0.2,-5.2,1.1,-0.9
CCc1ccc(Nc2ccc(S(=O)(=O)N3CCOCC3)cc2[N+](=O)[O-])cc1,9.3,-3.0,0.4,0.1,16.6,0.1,7.8,-7.3,4.8
O=c1[nH]cc(S(=O)(=O)Nc2ccc3c(c2)OCO3)c(=O)[nH]1,-2.9,7.5,-3.2,1.3,-2.2,-0.2,5.7,-0.1,1.9
CSc1oc(-c2ccco2)nc1S(=O)(=O)c1ccccc1,-5.3,5.7,2.7,5.7,-4.2,-0.1,4.8,7.2,-1.2
Cc1ccc(Sc2ccc(CN3CCCCC3)cc2[N+](=O)[O-])cc1,-3.5,8.1,-0.4,1.8,-4.4,-0.1,-3.7,-0.7,-1.2
Cn1c(CC(=O)Nc2ccc(Cl)c(Cl)c2)nnc1SCC(=O)Nc1nccs1,-4.4,3.6,0.5,-1.9,0.9,0.0,4.7,0.8,0.3
CN(C(=O)CSc1nc2ccccc2c(=O)n1-c1ccccc1F)C1CCS(=O)(=O)C1 (stereo not given),x,-0.9,x,x,0.8,0.0,x,4.9,x
CCCc1nnc(SCC(=O)N2CCOCC2)n1CC1CCCO1 (stereo not given),13.6,4.3,-0.4,1.6,2.0,0.0,-3.9,0.8,3.2
N#CC[C@H](Cc1ccccc1)N1CCN(Cc2ccccc2)CCC1=O,3.0,0.5,-2.4,-0.7,3.4,0.0,0.4,5.0,2.0
CCc1cc(=O)[nH]c(SCC(=O)N2CCCC2)n1,-5.5,3.1,-4.3,-0.2,1.1,-0.2,2.7,1.5,2.4
CC(C)(C)c1ccc(-c2nnc3sc(-c4ccccn4)nn23)cc1,-11.4,-30.3,2.7,2.9,3.7,0.2,29.8,-26.1,0.3
CCn1cc(C(=O)O)c(=O)c2cc(F)c(N3CCN(C(=S)Nc4ccccc4OC)CC3)cc21,24.6*,-4.7,-2.1,-1.0,-4.1,-0.1,-1.9,5.1,2.0
CS(=O)(=O)Nc1cccc(C(=O)CC2(O)C(=O)Nc3ccc(Br)cc32)c1 (stereo not given),0.2,-5.5,-0.3,-7.3,-3.9&10.1,-0.6,3.4,-7.1,0.2
COc1cc(/C=C(\C#N)C(N)=O)ccc1OS(=O)(=O)c1ccc(C)cc1,2.5,12.4,-0.4,3.3,6.8,-0.7,5.5,-2.1,-2.2
CC(C)n1nc(C(=O)Nc2cccc(S(=O)(=O)N3CCOCC3)c2)c2ccccc2c1=O,-1.0,-5.5,x,x,x,-0.1,x,0.1,0.1
NC(=O)C1CCN(C(=O)Nc2ccccc2)CC1,-4.4,-8.8,-2.0,3.2,6.2,-0.1,-0.3,3.0,0.8

# One compound at a time, from the list above.
# Cc1nn(CC(=O)NCCN2CCOCC2)c(=O)c2ccccc12 is listed as PP1 counter: 0.4; proCasp7 act: 4.5; CTSL1 counter: -0.2; TPT1 inh: -2.1; GASC-1 inh: x; Efflux pump mplx: 0.1; HCV core dimer: -4.0; proCasp3 act: 10.8; PP5 primary: 3.5
# CC(C)CC(=O)Nc1ccc(C(=O)NNC(=O)C(c2ccccc2)c2ccccc2)cc1 is listed as PP1 counter: 5.1; proCasp7 act: -5.1; CTSL1 counter: -0.2; TPT1 inh: 2.2; GASC-1 inh: -0.5; Efflux pump mplx: 0.2; HCV core dimer: -2.1; proCasp3 act: 5.8; PP5 primary: 2.9

# Next part
SMILES,PP1 counter,proCasp7 act,CTSL1 counter,TPT1 inh,GASC-1 inh,Efflux pump mplx,HCV core dimer,proCasp3 act,PP5 primary
CCOc1ccc(S(=O)(=O)N(C)c2ccc(OCC(=O)Nc3ccc4[nH]c(=O)[nH]c4c3)cc2)cc1,0.0,8.5,2.9,-1.2,-16.8&-24.0,0.0,8.9,-4.2,1.1
CCCNS(=O)(=O)c1ccc(OCC(=O)NCc2ccco2)cc1,-4.0,-3.0,-8.6,-4.0,14.1,0.3,7.8,-0.2,1.5
CCN(CC)C(=N)/C(C#N)=N/Nc1ccc(C)cc1,3.0,-9.1,-3.0,-2.7,-7.4,-0.2,-11.3,-6.3,-1.6
CC(OC(=O)c1nsc(Cl)c1Cl)C(=O)NC1CCCCC1 (stereo not given),-1.9,4.8,-2.0,0.9,-11.0,-0.1,-1.4,3.5,-2.5
CC(/C=N/n1c(-c2cc(C)[nH]n2)n[nH]c1=S)=C\c1ccco1,-0.2,-7.6,1.0,-0.1,16.6,-0.1,7.3,-2.0,0.8
Cn1c(SCc2ccc(Br)cc2)nc2ccccc2c1=O,-1.8,-5.5,1.9,0.6,-7.9,0.1,3.9,4.9,0.5
CCN(Cc1ccccc1)S(=O)(=O)c1ccc(S(=O)(=O)N2CCN(C)CC2)cc1,-7.4,-4.5,3.7,-0.5,9.2,0.1,-2.8,6.0,-7.5
O=S(=O)(NCCNS(=O)(=O)c1ccccc1)c1ccccc1,-1.9,5.0,-1.8,2.4,13.9,0.0,0.3,0.3,-1.4
CCC(=O)Nc1ccc(N/C(N)=N/c2nc(C)cc(C)n2)cc1,-1.7,5.3,0.3,-0.9,22.9,0.2,4.8,-3.0,-0.8
Cc1ccc(C(=O)NC(=S)N2CCN(C(=O)OC(C)(C)C)CC2)cc1Br,-2.4,17.7,1.6,-2.2,1.2,0.2,-6.2,-6.8,2.2
COC(=O)CN1C(c2ccc(OC)cc2)=Nc2ccc(Cl)cc2C1c1ccccc1 (stereo not given),-1.0,4.7,0.9,-3.3,2.8,0.2,6.0,0.9,1.1
O=C1NC(c2ccccc2OC(F)F)Oc2ccccc21 (stereo not given),3.4,2.8,1.8,2.3,8.7,0.0,-5.2,5.4,1.9
CC(=O)Nc1ccc(NS(=O)(=O)Cc2ccccc2)cc1,-4.8,-3.0,0.3,-1.5,2.0,0.1,1.1,-0.4,-0.1
CCN(CC)CCN1C(=O)C(=O)/C(=C(/O)c2ccc(S(=O)(=O)N3CCOCC3)cc2)C1c1ccc(C(C)(C)C)cc1 (stereo not given),5.1,-6.0,3.7,-1.8,-1.9,0.0,-6.7,5.1,-0.7
NS(=O)(=O)c1ccc(NC(=S)N2CCCC2)cc1,1.5,2.7,-3.6,2.0,-0.4,0.1,-1.8,0.8,4.3
CC(C)(C)NC(=S)NNC(=O)c1cccc(Br)c1,0.3,-7.8,-1.1,-1.2,-6.5,-0.1,-4.9,0.4,-0.2
COC(=O)/C=C1\SC(=NC(=O)c2cccc(Cl)c2)NC1=O,-0.6,-11.7,5.8,1.6,-8.1,0.4,10.3,-12.2,0.1
COc1ccc(-c2c(C#Cc3ccsc3)c3cc(-c4ccc5[nH]ccc5c4)ccc3n2C)cc1,-0.8,10.9,x,x,-8.5,0.0,x,-3.4,-0.6
CCc1ccc2c(c1)c1nc(C)sc1n2CC(=O)OC,-0.4,2.3,-1.9,-1.1,-0.3,0.0,-3.2,-0.1,2.1
Cc1cc(Br)ccc1SCC(=O)OCC(=O)c1c(N)n(C)c(=O)n(C)c1=O,-1.0,2.9,-30.1,-2.4,-0.1,0.0,0.2,6.0,3.2
COC(=O)c1ccc(NC(=O)CCS(=O)(=O)c2ccc(C)cc2)cc1,-0.1,-0.7,4.8,-0.3,-2.2,0.0,-0.3,-6.3,-0.9
C/C(Cn1nc([N+](=O)[O-])cc1C)=N\NC(=O)COc1ccc(Cl)cc1Cl,-2.7,8.0,-4.6,-0.2,0.9,0.7,-8.7,-1.5,2.4
CC(=O)C1=C(O)C(=O)N(c2ccc(Br)cn2)C1c1ccc(F)cc1 (stereo not given),4.3,-1.8,2.1,0.3,-4.7,-0.1,-5.3,4.6,1.5
CCC(=O)OCC(=O)C1(OC(=O)CC)[C@H](C)C[C@H]2[C@H]3[C@H]([C@@H](O)C[C@@]21C)[C@@]1(C)C=CC(=O)C=C1C[C@H]3Cl (stereo not given in full),-0.4,-11.7,-41.5,-4.7,x,-0.1,3.8,2.3,0.1
Nn1c(Cc2ccccc2)nc2ccccc2c1=O,-6.5,6.3,-1.6,-2.2,-4.3,0.1,0.6,9.1,-0.7
COc1ccccc1C(O)P(=O)(OCC(C)C)c1ccc(N(C)C)cc1 (stereo not given),-2.3,1.6,-8.9,1.1,9.7,0.0,1.5,-2.9,0.4
Cc1cccc2cc(CN(CC3CCCO3)C(=O)c3cccnc3)c3nnnn3c12 (stereo not given),-4.8,1.2,-0.4,2.5,3.9,-0.2,2.5,-0.7,1.4
CCN1C2=NCCCN2c2cc(C)c(C)cc21,-2.7,-1.0,1.5,0.9,9.8,0.1,-2.1,2.0,3.6
